KCC2 mod – KCC2 (human) Cl- transport modulation; KCC2 cells, thallium flux FluoZin-2 fluorescence; actives 2.2% (n = 190,000); AID 1456; Q9H2X9; B-score of Tl+ flux slope (higher = more flux/activation; lower = inhibition) at 10 µM;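 active means thallium flux slope and its plate-corrected score both differing from the plate sample mean at a set confidence after two filtering rounds, in either direction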;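 further: slope of fluorescence scaled to starting intensity during 10 to 20 s after thallium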
TNF death inh – TNF-alpha cell death inhibition in Jurkat FADD-/- cells | Jurkat FADD-/- TNF necroptosis rescue, ATP luminescence, 24 h; 0 = TNF only, 100 = no-TNF cells | AID 463075 | activation (protection from cell death), % at 10 µM | actives 0.068% (n = 220,000);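 active means activation, meaning protection from cell death, of at least 50% relative to plate controls; inactive means activation below 50%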;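 further: necroptosis triggered by 40 ng/mL TNF-alpha added together with compound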
FXIIa inh 1536 – blocks human coagulation factor XIIa protease activity; purified FXIIa, Boc-QGR-AMC fluorogenic substrate, 2 h; inhibition, % at 5 µM; actives 0.3% (n = 220,000); AID 800; in the data active means inhibition above about 40%;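 further: 0% = enzyme with no compound and 100% = blank without enzyme; many of its hits are not listed in these tables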
Hck-Nef inh – blocks Nef-activated human Hck kinase; P08631; Recombinant Hck-YEEI plus Nef, Z-Lyte FRET kinase assay; inhibition, % at 20 µM; actives 0.68% (n = 220,000);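 active means Hck-Nef kinase inhibition above about 50%, limit read from the data; inactive means inhibition below that limit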;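 further: 0% = DMSO with Hck plus Nef and 100% = Hck alone without Nef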
Target sequence (P08631 whole entry, looked up): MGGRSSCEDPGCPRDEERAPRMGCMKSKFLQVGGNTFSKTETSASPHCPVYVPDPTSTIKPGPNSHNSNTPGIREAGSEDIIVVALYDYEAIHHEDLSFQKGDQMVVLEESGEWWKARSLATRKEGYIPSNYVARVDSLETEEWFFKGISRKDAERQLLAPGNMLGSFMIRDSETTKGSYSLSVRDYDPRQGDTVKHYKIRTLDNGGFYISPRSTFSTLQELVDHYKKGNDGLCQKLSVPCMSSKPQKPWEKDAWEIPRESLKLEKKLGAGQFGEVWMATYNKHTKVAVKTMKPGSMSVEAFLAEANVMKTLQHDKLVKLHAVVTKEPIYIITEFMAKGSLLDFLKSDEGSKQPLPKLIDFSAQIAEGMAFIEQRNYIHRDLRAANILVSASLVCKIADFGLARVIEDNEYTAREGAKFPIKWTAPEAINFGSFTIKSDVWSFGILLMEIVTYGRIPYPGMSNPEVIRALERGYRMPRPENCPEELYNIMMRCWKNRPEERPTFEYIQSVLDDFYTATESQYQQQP
zVAD death inh – L929 zVAD cell death inhibition. L929 zVAD necroptosis rescue, ATP luminescence, 24 h; with zVAD 60 µM. viability rescue, % at 10 µM. actives 0.38% (n = 220,000). AID 1377;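 active means activation, scaled between plate controls, above about 75%, limit read from the data; inactive means activation under that limit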;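 further: 0% = zVAD with DMSO and 100% = DMSO alone without zVAD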
hK5 inh – kallikrein 5 (human) inhibition; recombinant hK5, fluorogenic AMC substrate cleavage; inhibition, % at 5 µM; actives 0.59% (n = 210,000);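 active means inhibition of 40% or more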;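 further: 0% = enzyme controls without compound and 100% = no-enzyme blanks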
Target sequence (Q9Y337 67-293 limits assumed): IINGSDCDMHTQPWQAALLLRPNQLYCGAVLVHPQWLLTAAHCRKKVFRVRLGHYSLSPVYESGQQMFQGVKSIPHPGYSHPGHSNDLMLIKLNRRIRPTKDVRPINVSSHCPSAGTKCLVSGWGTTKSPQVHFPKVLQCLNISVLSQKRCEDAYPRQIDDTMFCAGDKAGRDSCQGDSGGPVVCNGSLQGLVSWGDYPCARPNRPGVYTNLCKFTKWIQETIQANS
Thrombin inh – inhibitors of human thrombin | P00734 | alpha-thrombin, Boc-VPR-AMC fluorogenic substrate cleavage | inhibition, % at 5 µM | actives 0.26% (n = 220,000);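 active means inhibition at or above 40%; inactive means inhibition below 40%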;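 further: 0% = enzyme with no compound and 100% = wells without enzyme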
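Test system: human alpha-thrombin; medium: pH 7.5 Tris-saline with Tween 20; times: reaction at room temperature; signal: AMC fluorescence at 355 nm excitation and 460 nm emission; also added: Boc-VPR-AMC substrate, 15 µM final; dosing: one concentration per compound, 5 µM, with 0.2% DMSO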
FXIa inh – inhibitors of human coagulation factor XIa. purified FXIa, Boc-Glu-Ala-Arg-AMC fluorogenic substrate. AID 798. actives 0.14% (n = 220,000). P03951. inhibition, % at 5 µM;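 active means inhibition of at least 40%; inactive means inhibition below 40%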;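 further: fluorescence of freed AMC excited at 355 nm; 0% = enzyme without compound and 100% = no enzyme blank; many of its hits are not listed in these tables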
Rad51 HR inh – Rad51 (human) homologous recombination inhibition; actives 0.085% (n = 200,000); Q06609; hRad51 DNA strand exchange, fluorescence dequenching; inhibition, % at 10 µM;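 active means inhibition above 40% at the single screening dose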;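 further: 0% = DMSO control wells and 100% = blanks with heterologous ssDNA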
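System: hRad51 filaments on single-stranded DNA; reagent: Fluorescein- and BHQ1-tagged 47-mer duplex; compound dosing: one concentration, 10 µM final; timing: filaments 15 min 37 °C, then compound 30 min; measured by: fluorescein emission 520 nm, excitation 485 nm; benchmarks: per-plate controls and blanks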
* = called active by the depositor; . = no result given. A portion of the library; rates above refer to the full screens.

SMILES	KCC2 mod	TNF death inh	FXIIa inh 1536	Hck-Nef inh	zVAD death inh	hK5 inh	Thrombin inh	FXIa inh	Rad51 HR inh
COc1ccc(CCNC(=O)c2cccnc2)cc1	.	0.8	18	-1	-0.2	-3	4	7	.
Cc1ccc(S(=O)(=O)N2CCC(=O)N(C(COCc3ccc(Cl)cc3)Cc3ccccc3)CC2)cc1 (stereo not drawn)	-3.3	0.3	14	-1	-0.6	-6	1	6	5
CCCNC(=O)COC(=O)c1ccc(S(=O)(=O)N2CCCCCC2)cc1	0.56	-0.1	19	0	0.0	14	-1	0	-12
Cc1ccc(N=C2NC(=O)/C(=C\c3ccco3)S2)cc1	-2.2	-2.4	3	29	0.9	-26	3	4	.
Cc1ccnc(NC(=S)NC(=O)/C=C/c2ccc(Cl)cc2)c1	-0.034	1.9	9	6	0.2	13	0	1	10
N#Cc1cccc(NC(=O)N2CCC(c3nc4c(nnn4Cc4cccc(Cl)c4)c(=O)[nH]3)CC2)c1	.	0.5	11	11	2.6	3	1	0	0
CCOC(=O)N1CCC(N2CC34C=CC(O3)C(C(=O)Nc3ccc(F)cc3)C4C2=O)CC1 (stereo not drawn)	0.13	0.3	8	12	0.2	-2	-5	-1	1
COc1cccc(OC)c1C(=O)O/N=C(\N)c1ccncc1	0.67	2.7	0	15	0.3	-4	-1	-1	8
CCCCNC(=O)CN1CCC2(O)CCCCC2C1c1ccccc1OC (stereo not drawn)	0.7	-2.2	9	2	0.0	-18	5	-5	-19
CCC(=O)N1CCN=C1SCc1ccc(Cl)cc1	1.4	-0.2	16	15	1.6	6	5	2	10
CCCN(CC1CC1)C(=O)CCc1nnc(C(OC)c2ccccc2)o1 (stereo not drawn)	0.0031	0.1	11	1	-0.8	.	2	3	0
Cc1nn(CC(=O)NC(C)C)c(C)c1[N+](=O)[O-]	0.44	1.0	8	18	1.9	2	-1	-4	9
Fc1ccccc1NC(=S)NCCc1ccccc1	-1.2	-6.9	-7	0	-0.3	-24	0	-9	-1
Cc1ccc(S(=O)(=O)/N=C(\CN2CCOCC2)N2CCOCC2)cc1	0.62	-1.6	-3	-4	-0.1	4	-16	1	1
CCCCc1n[nH]c(=S)n1Cc1ccccc1	-0.044	-1.6	11	6	0.0	.	-1	2	.
O=C(/C=C/c1ccc(Br)cc1)NCc1cccs1	-0.56	2.7	-2	0	-0.1	-1	-9	-12	-5
O=C(O)c1oc2ccc(Br)cc2c1-n1cccc1	-0.67	-0.6	.	1	-0.2	.	.	.	-6
O=C(N/N=C/c1cc(Br)c(Br)o1)c1cccnc1	0.47	-3.4	8	3	-0.4	-9	-2	-5	-10
CCc1ccc(OCC(=O)NNC(=O)Cc2cccs2)cc1	1.7	2.5	9	1	1.9	-10	-1	1	-1
O=C(CSc1nnc(NC(=O)C2CC2)s1)NCc1ccco1	-1.7	0.3	10	-2	-0.5	38	21	11	-1
O=C(NCc1cn2ccccc2n1)c1ccccc1	0.23	1.3	-2	-4	0.6	-4	-14	-8	2
CN1CCCC(OC(=O)c2cc(Cl)ccc2Cl)C1 (stereo not drawn)	0.99	1.3	16	-8	-0.5	-15	0	-3	0
O=C(CSc1nc2ccccc2c(=O)n1CCCN1CCOCC1)N1CCN(c2ccccc2)CC1	-0.032	2.1	0	20	-0.8	-5	-9	8	0
CCn1c(C(=O)OC)cc2c1ccn2-c1ccc(F)cc1	0.46	-0.5	-1	0	0.6	-18	25	-1	1
Cn1c(C(=O)N2CCOCC2)cnc1Sc1ncc(C(F)(F)F)cc1Cl	0.64	0.1	11	-1	-1.0	-2	-2	0	-18

(further entries)
SMILES	KCC2 mod	TNF death inh	FXIIa inh 1536	Hck-Nef inh	zVAD death inh	hK5 inh	Thrombin inh	FXIa inh	Rad51 HR inh
Cc1c(=O)n(OCc2ccc(Cl)cc2)c2ccccc2[n+]1[O-]	-0.21	0.7	.	-23	0.6	-4	0	-5	-1
Cc1cc(C)cc(C(=O)NC(CC(N)=O)c2ccc(NC3CCCCC3)c([N+](=O)[O-])c2)c1 (stereo not drawn)	1	2.4	9	31	-0.4	4	2	5	4
COc1cc2c(cc1NC(=O)CSc1ccccn1)oc1ccccc12	-4.8*	1.3	19	0	13	7	0	1	.
COC(=O)CCc1c(C)c(C#N)c2nc3ccccc3n2c1N1CCCC1	-1.6	-2.5	17	4	-0.1	38	31	5	6
Cc1nn(C)cc1CN(C)C(=O)c1cc2nc(-c3ccco3)cc(C(F)(F)F)n2n1	-0.064	-4.5	8	4	0.2	-9	-9	-6	-5
O=C(NCCC1=CCCCC1)c1ccc(Br)o1	.	1.4	15	0	0.0	-2	-4	18	-1
NC(=O)CC(NC(=O)c1ccccc1)c1ccc(NCCc2ccc(Cl)cc2)c([N+](=O)[O-])c1 (stereo not drawn)	0.77	1.2	17	10	0.0	8	10	6	-5
COc1cccc(CC(NC(C)=O)C(=O)NC2CCN(S(=O)(=O)c3cccc4ccccc34)CC2)c1 (stereo not drawn)	1.3	-1.3	13	-2	-0.1	-12	0	4	-1
CCCCCCn1c(-c2ccco2)nc2oc3cc(OC)ccc3c(=O)c2c1=O	-0.74	-7.7	1	0	-0.3	8	12	-9	1
C=CCOc1cccc(C2C(C(=O)c3ccc(C)o3)=C(O)C(=O)N2c2nccs2)c1 (stereo not drawn)	.	-3.9	17	1	0.0	-1	7	11	-221
O=C(c1ccco1)[C@@H]1[C@@H]2C(=O)N(c3ccc(F)cc3)C(=O)[C@@H]2[C@H]2C=Cc3ccccc3N21	0.74	-5.0	10	1	-0.9	-6	-7	1	-44
COc1ccc(CCn2c(=S)[nH]c3cc(C(=O)NCc4ccco4)ccc3c2=O)cc1OC	-0.014	-3.9	12	75*	-0.1	-33	0	1	.
O=c1[nH]c(=O)n(Cc2ccccc2)c2nc(-c3ccc(Oc4ccc(F)cc4)c([N+](=O)[O-])c3)n(CCO)c12	0.24	-0.4	13	-2	0.4	13	5	3	0
COc1cc(NC(=O)c2cc3ccccc3o2)c(OC)cc1Br	.	0.1	8	3	2.1	12	0	3	-1
CN(C)S(=O)(=O)c1cc(NC2CC(=O)N(c3ccc(F)cc3)C2=O)ccc1Cl (stereo not drawn)	-0.89	0.9	4	9	7.2	-5	-11	-4	7
CCSc1nc2c(c(=O)[nH]c(=O)n2C)n1Cc1ccc(Cl)cc1	0.27	-7.5	20	1	0.5	-15	2	-1	3
Cc1cc(OCCN2CC(C)OC(C)C2)ccc1[N+](=O)[O-] (stereo not drawn)	0.6	-2.8	20	2	0.0	-9	4	3	0
CCOC(=O)CSc1nc(N)c2c3c(sc2n1)CCCC3	.	1.4	8	0	0.2	-23	-5	-2	3
CCc1nnc(NC(=O)CSc2nc3cc4c(cc3cc2CC)OCCO4)s1	.	-3.2	9	-1	-0.6	-7	2	-2	-1
CCO[C@H]1OC(C(=O)N2CCN(Cc3ccccc3)CC2)=C[C@@H](c2cn(C(C)=O)c3ccccc23)[C@@H]1CCCO	-0.42	-1.1	11	8	0.4	5	1	2	7
O=C(Nc1ccc(Cl)cc1)Nc1nnc(/C=C/c2ccccc2)s1	1.5	2.1	2	16	0.3	1	0	0	-39
CC(=O)c1cccc(CN2CCN(CCc3ccccc3)C(CCO)C2)c1 (stereo not drawn)	0.32	0.5	5	-8	-0.1	.	-1	0	.
CCOC(=O)CCn1c2nc(C)cc(C)c2c(=O)n1-c1ccccc1	-0.2	-1.6	17	1	-0.1	-16	4	3	6
CC(=O)NC(Cc1ccc(F)cc1)C(=O)NC1CCN(c2ncccc2[N+](=O)[O-])CC1 (stereo not drawn)	-0.52	0.7	.	-31	2.7	5	-2	1	2
CCOC(=O)N1CCC(N(CCN(C)C)C(=S)Nc2cccc(OC)c2)CC1	0.34	2.1	-3	-36	-0.2	-15	-1	-8	10

Following part:
SMILES	KCC2 mod	TNF death inh	FXIIa inh 1536	Hck-Nef inh	zVAD death inh	hK5 inh	Thrombin inh	FXIa inh	Rad51 HR inh
CCOn1c(=O)c(=O)n(OC)c2ccccc21	0.45	2.2	9	38	0.9	3	1	3	13
Cc1cccc(-n2ncc3c(N4CCCC4)ncnc32)c1	0.26	-2.4	11	1	-0.2	-7	-1	2	37
CC(/C=C/c1ccccc1)NC(N)=O (stereo not drawn)	.	-0.6	9	-1	-0.5	-30	-12	1	10
Cc1cc(C)cc(NCc2cc3c(cc2[N+](=O)[O-])OCO3)c1	-0.49	-5.9	15	-1	-0.3	-12	3	1	-3
CC1=NN(C(C#N)c2ccc(F)cc2)C(C)(C)C1 (stereo not drawn)	0.0089	-0.1	5	2	1.1	.	-10	-1	.
FC(F)(F)c1cccnc1-n1cncn1	0.13	3.2	2	14	0.7	1	-3	-10	-5
CCOCCCNC(=O)c1ccc2c(=O)n(Cc3ccc4c(c3)OCO4)c(=S)[nH]c2c1	0.69	0.4	9	19	5.3	-4	-8	2	-29
COc1ccc(OCCCC(=O)Nc2ncn[nH]2)cc1	-0.13	0.4	1	0	-0.6	-10	0	-3	7
NC(=O)C1CCN(C(=S)NCc2ccc3c(c2)OCO3)CC1	-0.9	-1.1	7	22	12	4	-10	1	4
Cc1ccc2[nH]c(=O)c(CN(CCO)Cc3nnnn3CCc3ccccc3)cc2c1	.	-0.1	12	8	0.8	-13	3	9	-7

3 compounds already listed, ordered by length of the SMILES, falling.
SMILES	KCC2 mod	TNF death inh	FXIIa inh 1536	Hck-Nef inh	zVAD death inh	hK5 inh	Thrombin inh	FXIa inh	Rad51 HR inh
Cc1nn(C)cc1CN(C)C(=O)c1cc2nc(-c3ccco3)cc(C(F)(F)F)n2n1	-0.064	-4.5	8	4	0.2	-9	-9	-6	-5
Cc1cc(OCCN2CC(C)OC(C)C2)ccc1[N+](=O)[O-] (stereo not drawn)	0.6	-2.8	20	2	0.0	-9	4	3	0
O=C(CSc1nnc(NC(=O)C2CC2)s1)NCc1ccco1	-1.7	0.3	10	-2	-0.5	38	21	11	-1
